Screening data (PubChem BioAssay)
Imprint erasure – inducers of genomic imprint erasure in mouse ES cells; Potency, µM (series often up to 60.7 µM), inactives show at the top dose activity change, positive = activation, most hits filed as activators; mouse ES Peg3-LacZ reporter, beta-gal luminescence, 40 h; AID 1948; 110,000 compounds, 0.02% hits;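 also: 0% = negative control wells on the plate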
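Imprint erasure is scored as LacZ activity from the silenced maternal Peg3 allele in feeder-free female ES cells cultured 40 h with LIF. Luminescence is normalized to in-plate negative controls and fitted to the Hill equation.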
IkB sig inh – IkB pathway inhibition in ABC-DLBCL cells; 110,000 compounds, 0.04% hits; ABC-DLBCL IkBa-CBG/CBR dual luciferase ratio, 4 h; response scale: scaled: untreated 0%, proteasome inhibitor 100%; Potency, µM (highest dose often 57.1 µM), inactives show at the top dose IkBa stabilization activation; AID 445; active = well fitted curve in the direction sought with a large enough effect in the signal ratio, not every such curve was filed as active; inconclusive = small, poorly fitted or top-dose-only effect, or a change in a side signal; the % refers to the signal ratio;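 also: the direction sought is a rising ratio; 0% = basal untreated cells and 100% = reference inhibitor full response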
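Luminescence ratio of IκBα-fused green versus native red beetle luciferase in OCI-Ly3 cells, 4 h post-doxycycline with compound; red signal alone, scaled from basal (0%) to zero light (-100%), flagged nonspecific or cytotoxic effects.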
p53ts 32C tox – cytotoxicity in p53ts cells at permissive temperature; H1299-p53A138V at 32C, ATP luminescence viability, 24 h; 130,000 compounds, 0.93% hits; Potency, µM (titrated, usually from 46.1 µM), for the others: at the highest dose activity change, negative = cytotoxicity, most hits filed as cytotoxic;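 also: 0% = DMSO and -100% = full killing by reference compound; nearly all actives have a fitted effect of over 55% in size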
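Viability by ATPlite luminescence after 24 h compound treatment (up to 46 uM) at the permissive 32C. Cells are H1299 carrying p53 A138V. Scale runs from DMSO basal to 100 uM tamoxifen as full kill; AC50 from Hill fits.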
p53ts 39C tox – kills p53ts cells at the nonpermissive temperature; H1299-p53A138V viability at 39C, ATP luminescence, 24 h; Potency, µM (titrated, usually from 46.1 µM), for inactives: at the top dose activity change, negative = cell killing, most hits filed as cytotoxic; 130,000 compounds, 1.5% hits; also: nearly all actives have a fitted effect of over 55% in size
* = called active by the depositor; ? = inconclusive; · = not tested or not shown; & = joins results of further samples; [ ] = dose if it differs, or a comment. Unless noted, calls follow the shape of the dose curve; as a rule, active = well fitted curve in the direction sought with a large enough effect; inconclusive = small, poorly fitted or top-dose-only effect, or another doubt; inactive = no such curve, though single readings can be large; an effect the other way counts as inactive or inconclusive. Unless noted, % is scaled to controls: 0 for no effect and ±100 for the full control effect; potency is read from the fitted curve at half-maximal effect.

SMILES	Imprint erasure	IkB sig inh	p53ts 32C tox	p53ts 39C tox
COc1ccc(NC(=O)Nc2ccccc2C(=O)N2CCCC2)cc1	-30%[inhibitor]	1.6%	-5%	3%
COc1ccc(OCC(=O)Nc2c(C(=O)N3CCN(c4ccccc4)CC3)oc3ccccc23)cc1	-16%[10.9 µM]	?	5%	-1%
COC(=O)c1c(SC)nc2ccccc2c1OCc1cccc(C)c1	-3%[10.9 µM]	-1.8%	4%	19%
CCN(CC)CC(C)CNC(=O)CN1C(=O)CSc2ccc(S(=O)(=O)N3CCOCC3)cc21 (stereo not drawn)	-15%[10.9 µM]	0.9%	-6%	-16%
O=C(CSc1nnc(-c2ccc([N+](=O)[O-])cc2)o1)Nc1ccccc1	-61%[inhibitor][10.9 µM]	9.5%	?	?
COc1ccc(OC)c(-c2cc(C(=O)Nc3ccc(C)c(C)c3)no2)c1	-18%[10.9 µM]	-1.1%	-5%	-28%
Cc1onc(-c2ccccc2)c1C(=O)NCc1cccnc1	·	·	1%	16%
Nc1ncnc2c1cnn2-c1ccccc1	-2%	-4.0%	-9%	-4%
Cc1ccccc1CSc1nncn1N	5%	?	-1%	9%
O=C(NCc1ccc2c(c1)OCO2)C1CCN(c2ccc(S(=O)(=O)N3CCCC3)cc2)CC1	-16%	6.1%	-10%	-14%
O=S1(=O)CC=C(CSc2nc3ccccc3[nH]2)C1	-4%	1.1%	0%	-8%
CN(C(=O)c1ccc(S(=O)(=O)NC2CCCC2)cc1)C1CCCCC1	-16%	0.8%	8%	-11%
CC1=C(C(=O)N2CCOCC2)C(c2ccsc2)C2=C(CCCC2=O)N1 (stereo not drawn)	2%	-0.4%	1%	8%
CCCc1ccc(OCCNC(C)=O)cc1	-4%	-0.1%	-7%	-12%
COc1ccc(CCCO[C@@H](Cn2ccnc2)c2ccc(OC)cc2)cc1	-16%	?	?	32µM*
COc1ccccc1OCCCn1c(=O)oc2ccccc21	-7%	2.0%	-11%	-9%
COc1ccccc1N1CCN(C(=O)c2c(-c3c(Cl)cccc3Cl)noc2C)CC1	-6%	?	4%	-15%
Cn1c(=O)oc2cc(S(=O)(=O)Nc3ccc4c(c3)OCCO4)ccc21	-15%	?	-1%	11%
O=C(NCc1ccccc1)C(=O)NCC(c1ccco1)S(=O)(=O)c1ccccc1 (stereo not drawn)	5%[10.9 µM]	2.9%	-9%	-13%
CCC(C)[C@H](N)c1nnc(SCC(=O)Nc2cccc(Cl)c2)o1 (stereo partly drawn)	-4%	-1.6%	-6%	2%
COc1ccc2[nH]c3c(=O)n(CCCCC(=O)NCCN4CCCC4)c(=S)[nH]c3c2c1	-3%	?	-30%	6%
Cc1ccccc1Nc1nc(N)nc(CSc2nnc3sc4ccccc4n23)n1	-17%	-0.6%	-16%	-18%
CC(=O)OC(Cn1nc(C)cc1C)c1ccccc1 (stereo not drawn)	-5%	-0.4%	3%	9%
Cc1nnc(SCc2ccon2)n1-c1ccccc1	3%	0.6%	5%	8%
CCOC(=O)c1c(-c2ccc(C)o2)csc1N	-16%	6.1%	8%	-8%
COc1ccc(-c2cc(-c3cc(F)ccc3O)[nH]n2)cc1OC	-30%[inhibitor]	?	8%	-7%
COc1ccc2cc3cc(C(=O)Nc4ccccc4C)oc3nc2c1	?	4.5%	6%	?
CCCN(C(=O)c1cc2c(=O)oc3ccccc3c2s1)c1cccc(Cl)c1	-11%[10.9 µM]	?	-9%	-9%
NC[C@@H]1O[C@H](C23CC4CC(CC(C4)C2)C3)Cc2c1ccc(O)c2O	-31%&-29%[inhibitor]	1.5%&9.7%	?	20µM*
Cc1ccc(S(=O)(=O)CCc2nnc(NC(=O)C3CCCO3)s2)cc1 (stereo not drawn)	-6%	0.8%	3%	1%
CCOC(=O)c1ccc(NC(=O)c2cn(-c3ccccc3)nc2-c2ccc(C)cc2)cc1	-6%[10.9 µM]	-1.3%	20%	17%
Cc1ccc(-n2c(-c3ccccc3)nnc2-c2cccs2)cc1	·	·	6%	19%
Cc1noc(C(=O)NCc2ccco2)c1Cl	-5%	-0.4%	0%	-1%
Cc1ccc(-c2nc(CS(=O)CC(=O)NCc3ccccc3Cl)c(C)o2)cc1 (stereo not drawn)	-14%[10.9 µM]	2.1%	1%	-22%
COc1ccc(C(=O)NNc2ncnc3c2cnn3-c2ccccc2)cc1	-13%[10.9 µM]	?	-6%	-26%
O=C1[C@H]2[C@H]3[C@H](O)[C@H](O)C/C(=N/OC[C@@H](O)COCc4ccco4)[C@@H]3CC[C@@H]2C(=O)N1C1CCCCC1	·	·	1%[9.22 µM]	2%[9.22 µM]
COc1ccc(S(=O)(=O)N2CCCC(C(=O)NCc3ccco3)C2)cc1Cl (stereo not drawn)	-1%	2.1%	-2%	2%
COc1ccccc1NC(=O)CCC(=O)N1CC(C)Oc2ccc(C)cc21 (stereo not drawn)	-5%[10.9 µM]	1.2%	-1%	-13%
COc1ccc(CC(=O)Nc2c3c(nn2-c2cccc(Cl)c2)CS(=O)(=O)C3)cc1	-3%	-0.5%	-1%	2%
COC(=O)[C@H](C)NC(=O)NCc1ccc(F)cc1	3%	-0.9%	6%	7%
COCCn1c(NCc2ccc(C)cc2)nc2c1c(=O)[nH]c(=O)n2C	-8%	0.8%	7%	3%
Cc1c(C(=O)NCc2ccccn2)sc2nc(-c3ccc(F)cc3)cn12	-14%	-0.4%	-3%	-1%
CNc1oc(-c2ccc(OCc3ccccc3)cc2)nc1C#N	-8%	-2.7%	-4%	-5%
COc1ccccc1C(=O)Nc1c(C(=O)N(C)c2ccccc2)sc2nc(C)cc(C)c12	10%[10.9 µM]	?	3%	14%
CC1(C)CN=C(N2CCN(C3=NCC(C)(C)S3)CC2)S1	-2%	0.7%	-4%	-4%
CCC(=O)N1CCc2cc(OC)c(OC)cc2C1COc1ccc2c(C)cc(=O)oc2c1 (stereo not drawn)	-4%[10.9 µM]	2.3%	-9%	13%
COc1ccc(-n2nnnc2SC(C)C(N)=O)cc1 (stereo not drawn)	-4%	-0.5%	2%	-9%
COC(=O)[C@@H](NC(=O)Nc1ccc(OC)cc1)C(C)C	-4%	2.5%	6%	-2%
CC(=O)Nc1ccc(OC[C@@H](O)CNC(C)C)cc1	-5%	0.5%	4%	5%
CC(C)CC(=O)CN1C(=O)C2(OCCO2)c2ccccc21	-3%	0.7%	11%	8%
CCc1nc(SCC(=O)Nc2ccc(NC(C)=O)cc2)n[nH]1	-7%[10.9 µM]	-3.4%	5%	13%
COc1ccc2[nH]cc(CCNc3cc(-c4ccccc4C)ncn3)c2c1	-20%	2.9%[11.4 µM]	-5%	-14%
Cc1ccc(CNC(=O)C2CCN(S(=O)(=O)c3cccc4nonc34)CC2)cc1	-6%[10.9 µM]	-2.8%	-2%	11%
CC(Sc1nnc(-c2ccc(O)cc2)o1)C(=O)Nc1cccc2ccccc12 (stereo not drawn)	-9%	?	0%	-7%
CC(C)COC[C@H](CN(Cc1ccccc1)c1ccccc1)N1CCCC1	-12%[16.8 µM]	0.8%[25.6 µM]	-11%[20.6 µM]	-25%[20.6 µM]
COc1ccc(-c2coc3c2c(C)cc2oc(=O)c(CC(=O)O)c(C)c23)cc1	-6%[10.9 µM]	?	-21%	13%
CCCC[C@@H]1C[C@H]1C(NC(=O)c1ccccc1)c1ccccc1 (stereo partly drawn)	-16%	·	15%	-7%
COc1ccccc1NC(=O)N(CCN(C)C)Cc1cc2cc(C)ccc2[nH]c1=O	-8%	1.1%	-27%	1%
CC1=C(n2nnc3ccccc32)C(c2ccccc2)C(C#N)=C(N)O1 (stereo not drawn)	-5%	5.7%	4%	-11%
COCCN1CCN(Cc2ccc(C(=O)NC(C)C)cc2)C(=O)C1=O	-12%[10.9 µM]	-1.7%	-8%	-12%

(more compounds)
SMILES	Imprint erasure	IkB sig inh	p53ts 32C tox	p53ts 39C tox
C/C(NC1CCCC1)=C(/C#N)C(N)=O	-1%	-0.2%	8%	10%
CCOC(=O)N1CCN(C(c2ccc(F)cc2)c2sc3nc(C)nn3c2O)CC1 (stereo not drawn)	-36%[inhibitor]	-1.0%	-23%	-19%
CCCCCCn1c(CN2CCN(Cc3ccccc3)CC2)nc2c1c(=O)n(C)c(=O)n2C	12%	0.4%	5%	9%
CCOC(=O)c1cccc(NS(=O)(=O)c2ccc(-c3cnc(C4CC4)o3)cc2)c1	-6%[10.9 µM]	?	7%	-23%
O=C(CCc1ccccc1)N(Cc1cccnc1)c1nc2ccc(F)cc2s1	16%[10.9 µM]	?	8%	-5%
C=CCn1c2ccccc2c2nnc(SC(CC)C(=O)Nc3nc(C)c(C(=O)OCC)s3)nc21 (stereo not drawn)	-4%	-0.1%	7%	-4%
Clc1ccc(Sc2oc(/C=N/n3cnnc3)cc2Br)cc1	-13%	4.6%	2%	-5%
Cc1cccc(NC(=O)c2cc(S(=O)(=O)NCc3ccco3)ccc2F)c1C	-32%[inhibitor]	2.6%	0%	-6%
O=C(NCCCN1CCCCC1)c1[nH]c2ccccc2c1Sc1ccc(Cl)cc1	-1%[10.9 µM]	?	-2%	-8%
COc1cccc(-c2ccc3c(N)c(C(=O)Nc4ccc(C)c(F)c4)sc3n2)c1	-44%[inhibitor][10.9 µM]	?	-24%	?
COC(=O)c1cc2c(=O)n3ccccc3nc2n(Cc2cccnc2)c1=N	3%	-0.5%	-1%	10%
Cc1nn(-c2ccccc2)c2c1C1(C(=O)Nc3ccccc31)N1C(=N2)Sc2ccccc21 (stereo not drawn)	-9%	?	9%	-1%

In the list so far, nine have a Cl atom:
SMILES	Imprint erasure	IkB sig inh	p53ts 32C tox	p53ts 39C tox
COc1ccccc1N1CCN(C(=O)c2c(-c3c(Cl)cccc3Cl)noc2C)CC1	-6%	?	4%	-15%
CCC(C)[C@H](N)c1nnc(SCC(=O)Nc2cccc(Cl)c2)o1 (stereo partly drawn)	-4%	-1.6%	-6%	2%
CCCN(C(=O)c1cc2c(=O)oc3ccccc3c2s1)c1cccc(Cl)c1	-11%[10.9 µM]	?	-9%	-9%
Cc1noc(C(=O)NCc2ccco2)c1Cl	-5%	-0.4%	0%	-1%
Cc1ccc(-c2nc(CS(=O)CC(=O)NCc3ccccc3Cl)c(C)o2)cc1 (stereo not drawn)	-14%[10.9 µM]	2.1%	1%	-22%
COc1ccc(S(=O)(=O)N2CCCC(C(=O)NCc3ccco3)C2)cc1Cl (stereo not drawn)	-1%	2.1%	-2%	2%
COc1ccc(CC(=O)Nc2c3c(nn2-c2cccc(Cl)c2)CS(=O)(=O)C3)cc1	-3%	-0.5%	-1%	2%
Clc1ccc(Sc2oc(/C=N/n3cnnc3)cc2Br)cc1	-13%	4.6%	2%	-5%
O=C(NCCCN1CCCCC1)c1[nH]c2ccccc2c1Sc1ccc(Cl)cc1	-1%[10.9 µM]	?	-2%	-8%

Next section:
SMILES	Imprint erasure	IkB sig inh	p53ts 32C tox	p53ts 39C tox
Cc1onc(-c2c(F)cccc2Cl)c1C(=O)NCc1ccco1	-12%	?	6%	3%
C=C1C(=O)C=C2CN(C(=O)c3ccccc3)[C@@](Cc3ccc(OC)cc3)(C(=O)OC)[C@@H]12	0%	·	3.2µM*	20µM*
COc1ccc(S(=O)(=O)Nc2ccc(S(=O)(=O)N3CCCCC3)cc2)cc1	·	7.1%	-2%	2%
CC1CCN(S(=O)(=O)c2ccc3c(c2)CCN3C(=O)Nc2ccc(Br)cc2)CC1	6%[10.9 µM]	-1.5%	-3%	-14%
O=C(NC(NC(=O)c1ccccc1)C(=O)c1ccccc1)c1ccccc1	·	·	6%	17%
COc1ccc(Br)cc1CNC(=O)CCN1C(=O)COc2ccccc21	-5%	-0.1%	1%	8%
CS(=O)(=O)N1CCCC(C(=O)N2CCc3ccccc3C2)C1 (stereo not drawn)	-6%	-0.9%	7%	-3%
O=C(CCCn1c(=O)[nH]c2ccc(Br)cc2c1=O)N1CCN(c2cccc(Cl)c2)CC1	-2%[10.9 µM]	?	?	?
CCC(=O)N1CCc2cc(S(=O)(=O)N(C)c3cccc(C)c3)ccc21	-7%[10.9 µM]	0.6%	6%	-9%
CSc1cccc(-n2c(C)cc(C(N)=O)c2C)c1	-6%	1.0%	-4%	-5%
CCSC(N)=Nc1ccc(C(F)(F)F)cc1	-20%	-4.0%	?	4%
O=C(O)CNCCc1ccccc1	-5%[10.9 µM]	1.2%[11.4 µM]	5%[9.22 µM]	3%[9.22 µM]
COc1ccc(OC)c(C(C(=O)NCc2ccco2)N(C(=O)Cn2nnc3ccccc32)C2CC2)c1 (stereo not drawn)	-9%	0.5%	2%	8%
